Source: PubChem (National Center for Advancing Translational Sciences (NCATS))
TGFb SMAD3 inh: TGF-b pathway inhibition; Potency, µM (top dose mostly 46.1 µM), without a hit: top-dose activity, negative = inhibition, usual class: inhibitors; 410,000 compounds, 1.2% hits; HepG2 CAGA-GFP TGF-b/SMAD3 reporter, GFP fluorescence, 18 h; TGF-beta stimulated, 500 pg/mL final; also: potency is read from the fitted curve at half-maximal effect; % is scaled to controls: 0 for no effect and ±100 for the full control effect; nearly all actives have a fitted effect of over 65% in size
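HEPG2 CAGA-GFP reporter cells (1000/well, DMEM with 1% FBS) received compounds, then recombinant TGF-beta at 500 pg/mL final for 18 hours at 37 degrees C. Per-cell GFP summed per well was normalised to unstimulated and stimulated DMSO controls before curve fitting.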
HepG2 tox: kills HepG2 cells in TGF-b inhibitor counter-screen; Potency, µM (highest dose often 46.1 µM), inactives show at the top dose activity change, negative = cytotoxicity, usual class: cytotoxic; HepG2 CAGA-GFP viability, ATP luminescence, 18 h; 410,000 compounds, 0.76% hits; also: potency is read from the fitted curve at half-maximal effect; some results filed as inactive show a strong effect at the top dose
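CellTiter-Glo luminescence gave cytotoxicity after 18 hours at 37 degrees C. The cells were HepG2 CAGA-GFP in 1% FBS DMEM, stimulated with 500 pg/mL TGF-beta after compound addition. %Activity was normalised to no-cell wells (complete cell-killing) and DMSO (no toxicity), and curves were fitted and classified.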
Akt phos inh: blocks phosphorylation of Akt; Neuro2A IGF-stimulated pAkt S473 HTRF, 20 min; active compounds read low; activity change, % for hits at 50 µM; 360,000 compounds, 0.32% hits; AID 651550; in the data active = activity change below about -80%; inconclusive = mostly about -51% to -80%; also: % is scaled to controls: 0 for no effect and ±100 for the full control effect
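Single-point screen (50 µM final compound) in Neuro2A cells stimulated 20 min with 6 nM IGF at 37 deg C. After lysis, Ser473-phosphorylated Akt read by HTRF (ex 330 nm, em 615/665 nm) as the 665/615 ratio.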
A549 viability: A549 cytotoxicity, counter-screen for Nrf2 inhibitors. Potency, µM (highest dose often 46 µM), inactives show at the highest dose activity change, negative = cytotoxicity, actives largely listed as inhibitors. 390,000 compounds, 0.16% hits. AID 504648. A549 ARE-Fluc cells, CellTiter-Fluor viability, 18-24 h; also: potency is read from the fitted curve at half-maximal effect; % is scaled to controls: 0 for no effect and ±100 for the full control effect
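A549 ARE-Fluc cells in 5% FBS OPTI-MEM, 5000 cells/well, rested 2 h then exposed to compounds in concentration-response for 18-24 h at 37 °C. Viability by CellTiter-Fluor fluorescence (Ex 405/Em 525) after 30 min; luciferase luminescence (BugLite, 15 min, RT) read afterwards.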
CCT modulator: cytosolic chaperonin activity modulation. purified chaperonin ATPase assay, HTRF ADP detection, 30 min. AID 651819. 360,000 compounds, 0.3% hits. activity change, % (concentration not given with the values), hits read low; in the data active = activity change below about -30%; also: % is scaled to controls: 0 for no effect and ±100 for the full control effect
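Enzyme 40 or 20 nM (batch-dependent) in Tris pH 7.4/KCl/MgCl2/DTT; cpd 76 uM single point; ATP 10 uM; 30 min 37 °C; Transcreener ADP HTRF detection, 30 min RT; ratio 665/615.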
MmCpn inh: M. maripaludis TRiC chaperonin inhibition | purified Mm-Cpn ATPase, ADP Transcreener TR-FRET | Potency, µM (titrated, usually from 76.9 µM), for inactives: at the highest dose activity, negative = inhibition, actives largely listed as inhibitors | 330,000 compounds, 0.031% hits; also: potency is read from the fitted curve at half-maximal effect; % is scaled to controls: 0 for no effect and ±100 for the full control effect; nearly all actives have a fitted effect of over 80% in size
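TR-FRET (320 nm excitation; 590 and 665 nm emission) reports ADP made from 10 uM ATP by 25 nM enzyme; compounds were preincubated 10 min, reaction run 30 min, both at 37°C.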
S2 tox: reduces viability in counter-screen for ATXN expression inhibitors | 400,000 compounds, 0.49% hits | Potency, µM (doses to about 56.7 µM), most hits filed as cytotoxic | S2 cells (HEK-293 line with an ATXN2-luciferase reporter) viability, CellTiter-Fluor protease fluorescence, 24 h; also: potency is read from the fitted curve at half-maximal effect; nearly all actives have a fitted effect of over 40% in size
Nrf2 inh: Nrf2 pathway inhibition; 360,000 compounds, 2.1% hits; A549 ARE-Fluc reporter, luciferase luminescence, 18-24 h; Potency, µM (titrated, usually from 46 µM), without a hit: at the highest dose activity change, negative = inhibition, most hits filed as inhibitors; also: potency is read from the fitted curve at half-maximal effect; % is scaled to controls: 0 for no effect and ±100 for the full control effect; nearly all actives have a fitted effect of over 60% in size
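In this cell-based qHTS, ARE-driven firefly luciferase in A549 cells reports Nrf2 activity; the luminescent signal after BugLite lysis is the measured value, with a prior CellTiter-Fluor read for cell health.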
Nrf2 ARE act: activates Nrf2 signaling | AID 624171 | AREc32 ARE-luciferase reporter (MCF7-derived line), luminescence, 24 h | Potency, µM (highest dose often 46.1 µM), for inactives: at the highest dose activation, actives largely listed as activators | 410,000 compounds, 0.31% hits; also: potency is read from the fitted curve at half-maximal effect; % of control where 0% means no effect; nearly all actives have a fitted effect of over 65% in size
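Reporter line AREc32 (ARE-Fluc), seeded overnight in OPTI-MEM with 5% FBS; compound pin-transferred, 24 hr at 37 deg C, 5% CO2; luminescent read-out.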
Numbers without * were called inactive; i = inactive; ? = inconclusive; · = no result given; & = joins results of further samples; [ ] = dose if it differs, or a comment. Unless noted, calls follow the shape of the dose curve; as a rule, active = well fitted curve in the direction sought with a large enough effect; inconclusive = small, poorly fitted or top-dose-only effect, or another doubt; inactive = no such curve, though single readings can be large; an effect the other way counts as inactive or inconclusive.

SMILES | TGFb SMAD3 inh | HepG2 tox | Akt phos inh | A549 viability | CCT modulator | MmCpn inh | S2 tox | Nrf2 inh | Nrf2 ARE act
CN1CC(=O)N(CC(=O)Nc2ccc(SC(F)F)cc2)C1=O | 2% | 7% | i | 8% | -0.1 | -1% | i | 18% | 0.4%
COc1ccc(C(=O)Nc2cc3c(cc2C(=O)O)OCCCO3)c(OC)c1 | 0% | 11% | i | 2% | 2.7 | 4% | i | -9% | 0.0%
Cc1cccc(OCC(=O)NNC(=O)c2ccc3nc[nH]c3c2)c1 | 0% | 2% | i | -1% | -0.7 | -2% | i | -4% | 0.4%
Cc1ccc2c(C(=O)CN3CCN(c4ccccc4)CC3)c(C)[nH]c2c1 | 22% | 12% | i | -4% | -2.5 | 3% | ? | · | -0.2%
NC(=O)c1nn(Cc2ccccc2)c(=O)c2ccccc12 | -5% | -5% | i | 1% | -0.5 | -1% | i | 5% | -0.3%
C=CCNC(=S)N/N=C/c1ccc(-c2cc(Cl)ccc2Cl)o1 | -8% | -9% | i | -12% | -1.6 | -8% | i | -17% | 3.4%
CCCCNc1c(-c2ccc(SC3CCCCC3)c(OC)c2)nc2ccc(C)cn12 | ? | 8.9µM* | i | ? | -1.0&0.1 | 1% | ? | ? | 0.3%&0.7%
Cn1cc(S(=O)(=O)Nc2ccc(F)c(Cl)c2)c(=O)n(C)c1=O | -6% | 0% | i | -4% | -1.1 | 1% | i | -12% | -0.1%
CC(=O)c1ccc(NC(=O)CCc2c(C)nc3c(c2C)c(=O)n(C)c(=O)n3C)cc1 | ? | 10% | · | -6% | · | · | i | 8% | 0.3%
CCOC(=O)C1(Cc2ccccc2C)CCCN(Cc2ccc(NC(C)=O)cc2)C1 (stereo not drawn) | 0% | -19% | i | -1% | -1.3 | 1% | i | 1% | 0.4%

The final 2 compounds of the section above lead into the next:
SMILES | TGFb SMAD3 inh | HepG2 tox | Akt phos inh | A549 viability | CCT modulator | MmCpn inh | S2 tox | Nrf2 inh | Nrf2 ARE act
CC(=O)c1ccc(NC(=O)CCc2c(C)nc3c(c2C)c(=O)n(C)c(=O)n3C)cc1 | ? | 10% | · | -6% | · | · | i | 8% | 0.3%
CCOC(=O)C1(Cc2ccccc2C)CCCN(Cc2ccc(NC(C)=O)cc2)C1 (stereo not drawn) | 0% | -19% | i | -1% | -1.3 | 1% | i | 1% | 0.4%
CC(C)CC(=O)Nc1ccc(N2CCN(S(C)(=O)=O)CC2)cc1 | ? | -6% | i | -9% | 2.1 | -1% | i | 4% | -0.7%
Cc1ccc(C(=O)N/C(=C\c2cn(C)c3ccccc23)C(=O)NCCCN2CCOCC2)cc1 | -1% | -8% | i | -1% | -1.8 | -2% | i | 6% | 3.3%
Cc1ccc(S(=O)(=O)N(C)c2ccccc2C(=O)Nc2ccc3c(c2)OCCO3)cc1 | -2% | -3% | i | -6% | 0.6 | 0% | ? | 5% | 0.3%
O=C(NC(=S)Nc1cccc(Cl)c1N1CCCC1)c1ccc(-c2cccc([N+](=O)[O-])c2)o1 | -12% | -29% | i | 6% | -0.7 | 0% | i | -27% | ?
O=C(/C=C/c1ccco1)NCC1CCCO1 (stereo not drawn) | -2% | 9% | i | -1% | 0.0 | -1% | i | 5% | 3.2%
COc1ccc2[nH]c3c(c2c1)CCN1C(=O)N([C@@H](C)C(=O)NC2CCN(Cc4ccccc4)CC2)C(=O)[C@]31C | ? | -24% | i | 0% | 0.7 | 2% | i | -7% | 6.0%
O=C(NC1CCCc2ccccc21)C1CCN(S(=O)(=O)c2ccccc2)CC1 (stereo not drawn) | -11% | -51% | i | -2% | 1.2 | -14% | i | -10% | 0.0%
O=c1[nH]c2cc3c(cc2cc1C(c1nnnn1Cc1ccccc1)N1CCN2CCCC2C1)OCCO3 (stereo not drawn) | -3% | -17% | i | -9% | -0.5 | -4% | i | 8% | -0.3%
CCCCNC(=O)c1onc(CSc2ccc(F)cc2)c1C(=O)NCCCC | -13% | -17% | i | 4% | 0.4 | 0% | i | -13% | 0.1%
Nc1nc(-c2cccc(Br)c2)cs1 | 6% | -6% | i | -3% | -0.2 | -2% | i | · | 2.9%
CC(=O)c1cccc(OC(=O)C2=CC=CN3CCS(=O)(=O)N=C23)c1 | 13% | 19% | i | -1% | -0.5 | 1% | i | -5% | -0.8%
c1cnc2ccc(C(c3nnnn3C3CCCCC3)N3CCN4CCCC4C3)cc2c1 (stereo not drawn) | 4% | -28% | i | 5% | 0.2 | 1% | i | -1% | -0.9%
Cc1nccc(-c2sc(-c3cccs3)nc2C)n1 | -18% | -14% | i | -12% | 0.1 | -3% | i | 7% | 13µM*
COc1cccc2cc(C(=O)Nc3ccc(F)c(F)c3)c(=O)oc12 | -1% | 1% | · | 1% | · | · | i | ? | 4.3%
O=c1cc(CN2CCN(Cc3ccccc3)CC2)c2ccc(O)c(O)c2o1 | 0% | -5% | i | 1% | 0.5 | 0% | · | 4% | 3.1%
O=C(NCc1ccc(F)cc1)c1cc(C2CCCCN2C(=O)c2ccccc2)on1 (stereo not drawn) | -1% | -7% | i | · | -25 | · | i | · | -1.2%[9.22 µM]
CS(=O)(=O)c1nc(S(=O)(=O)c2ccc(Cl)cc2)c(N2CCC(O)CC2)s1 | -5% | -3% | · | 1% | -1.8 | 3% | i | ? | ?
Cc1cc(C)c(C2=CC(=O)C[C@H](c3ccc4c(c3)OCO4)C2)c(C)c1 | ? | -39% | i | 10% | -2.6 | 2% | i | 7% | 0.9%
C=CCn1c(COc2ccc(Cl)cc2)nnc1SCC(=O)Nc1ccc(S(N)(=O)=O)cc1 | 1% | -29% | i | -5% | -0.8 | 2% | i | -9% | -0.4%
O=C(O)CCCC(=O)N1CCN(c2nc(-c3ccccc3)c3ccccc3n2)CC1 | -7% | 0% | i | -1% | -1.4 | 0% | · | 10% | -0.6%
O=C(Cc1ccc(-c2ccccc2)cc1)OCC(=O)N1CCCC1=O | -4% | -6% | i | 2% | -5.9 | 0% | i | -23% | -0.5%
CC(C)n1cc(/C=C2/NC(=O)NC2=O)c2ccccc21 | -16% | -27% | i | -1% | -0.6 | -2% | i | 8% | 5.1%
O=C(Nc1cccc(S(=O)(=O)N2CCOCC2)c1)C1CCCC1 | 2% | -2% | i | 18% | 0.4 | -13% | i | 1% | -0.1%
Cc1cc(C(=O)NC2CCCc3c2cnn3-c2ccc(C(C)(C)C)cc2)nn1C (stereo not drawn) | ? | -32% | i | -21% | -2.3 | 3% | i | 2.6µM* | 3.0%
Cc1cc(Cl)ccc1OCCCC(=O)OCC(=O)Nc1cccc(S(N)(=O)=O)c1 | 0% | 3% | i | -1% | -0.3 | 1% | i | 9% | -0.3%
CCC[C@@H]1C[C@@H](C(=O)N[C@H]([C@@H](C)O)[C@H]2O[C@H](SC)[C@H](O)[C@@H](O)C2O)N(C)C1 (stereo partly drawn) | -1% | 1% | i | -17% | -1.0 | 1% | i | ? | -0.8%
CCCN1Cc2cccc(C(=O)NCc3ccccc3OC)c2C1=O | 4% | -2% | i | -3% | -0.6 | -1% | i | -14% | 0.3%
Cc1ccc(C(=O)NC2CCS(=O)(=O)C2)cc1S(=O)(=O)N1CCCCCC1 (stereo not drawn) | ? | -1% | i | 4% | -19 | -5% | i | -13% | -0.6%
CN(C)c1ccc(/C=[N+](\[O-])C2N(c3ccccc3)C(=S)SC2(C)C)cc1 (stereo not drawn) | 1% | 6% | i | -16% | 1.8 | 1% | i | 0% | -1.0%
COc1ccc(NC(=O)CCN2CCOCC2)c(OC)c1 | ? | 2% | i | -3% | -3.6 | 0% | i | 4% | 0.4%
CCN(CC)S(=O)(=O)c1ccc(C(=O)Nc2ccc3c(c2)OCO3)cc1 | 0% | 0% | i | -17% | 0.6 | -1% | i | 15% | 0.3%
COc1ccc(-c2noc(CNC(=O)c3ccc4c(c3)OCO4)n2)cc1 | -18% | -80% | i | 0% | 1.9 | 1% | i | 2% | 0.1%
Cc1ccc(C)c(OCCC(=O)OCC(=O)c2ccc3c(c2)NC(=O)CO3)c1 | -19% | -8% | i | -2% | -8.2 | 0% | i | 11% | 0.0%
COc1ccc(-n2nc(C(=O)NCCc3ccc(OC)c(OC)c3)c3c4ccccc4n(C)c3c2=O)cc1 | ? | -25% | · | -8% | · | · | · | 0% | 5.5%
C#CCNC(=O)C1=C[C@@H](C2CCCCC2)C[C@@H](OCCCCO)O1 | -7% | -4% | i | 9% | 0.6 | · | i | 3% | 6.1%
O=Cc1ccc(OCC(=O)NCC2CCCO2)cc1 (stereo not drawn) | -4% | 0% | i | 3% | 0.6 | 2% | i | 2% | -0.6%
CN(C)C(=O)NC(NC(=S)Nc1ccccc1)C(Cl)(Cl)Cl (stereo not drawn) | 23% | 10% | i | -4% | -0.2 | 1% | ? | 4% | 0.0%

Grouped by structure: those above with a furan ring, fused or not.
SMILES | TGFb SMAD3 inh | HepG2 tox | Akt phos inh | A549 viability | CCT modulator | MmCpn inh | S2 tox | Nrf2 inh | Nrf2 ARE act
C=CCNC(=S)N/N=C/c1ccc(-c2cc(Cl)ccc2Cl)o1 | -8% | -9% | i | -12% | -1.6 | -8% | i | -17% | 3.4%
O=C(NC(=S)Nc1cccc(Cl)c1N1CCCC1)c1ccc(-c2cccc([N+](=O)[O-])c2)o1 | -12% | -29% | i | 6% | -0.7 | 0% | i | -27% | ?
O=C(/C=C/c1ccco1)NCC1CCCO1 (stereo not drawn) | -2% | 9% | i | -1% | 0.0 | -1% | i | 5% | 3.2%
